Screening data from PubChem.
FXIIa inh: blocks human coagulation factor XIIa protease activity; P00748; purified FXIIa, Boc-QGR-AMC fluorogenic substrate, 2 h; inhibition, % at 5 µM; 220,000 compounds, 0.3% hits; in the data active means inhibition above about 40%;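 further: 0% = enzyme with no compound and 100% = blank without enzyme; many of its hits are not listed in these tables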
KCC2 mod: modulates chloride dependent transport by human KCC2 | Q9H2X9 | KCC2 cells, thallium flux FluoZin-2 fluorescence | B-score of Tl+ flux slope (higher = more flux/activation; lower = inhibition) at 10 µM | 190,000 compounds, 2.2% hits | AID 1456;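 active means thallium flux slope and its plate-corrected score both differing from the plate sample mean at a set confidence after two filtering rounds, in either direction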;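 further: slope of fluorescence scaled to starting intensity during 10 to 20 s after thallium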
FXIa inh: factor XIa (human) inhibition | purified FXIa, Boc-Glu-Ala-Arg-AMC fluorogenic substrate | inhibition, % at 5 µM | 220,000 compounds, 0.14% hits | AID 798;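 active means inhibition of at least 40%; inactive means inhibition below 40%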;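 further: fluorescence of freed AMC excited at 355 nm; 0% = enzyme without compound and 100% = no enzyme blank; many of its hits are not listed in these tables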
hK5 inh: blocks human kallikrein 5 protease activity; Q9Y337; recombinant hK5, fluorogenic AMC substrate cleavage; inhibition, % at 5 µM; 210,000 compounds, 0.59% hits; AID 873;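 active means inhibition of 40% or more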;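 further: 0% = enzyme controls without compound and 100% = no-enzyme blanks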
Target sequence (Q9Y337 67-293 limits assumed): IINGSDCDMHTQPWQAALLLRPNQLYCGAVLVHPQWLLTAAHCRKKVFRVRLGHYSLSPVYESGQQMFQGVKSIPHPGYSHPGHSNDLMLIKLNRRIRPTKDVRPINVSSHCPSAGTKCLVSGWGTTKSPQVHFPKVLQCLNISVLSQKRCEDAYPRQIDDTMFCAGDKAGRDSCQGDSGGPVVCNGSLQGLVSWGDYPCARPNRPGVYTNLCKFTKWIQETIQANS
Furin inhibitor: human furin inhibition; P09958; purified furin, fluorogenic substrate cleavage; inhibition, % at 30 µM; 220,000 compounds, 0.061% hits; AID 463115; in the data active means inhibition above about 25%; further: inactives centre near -15
Calpain2 inh: blocks pig calpain II enzyme activity. inhibition, % at 16 µM. purified calpain II, fluorogenic peptide substrate, 30 min. 220,000 compounds, 0.37% hits. AID 1236;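 active means inhibition above about 50%, limit read from the data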
PERK inh: inhibitors of human PERK kinase | 220,000 compounds, 0.17% hits | Q9NZJ5 | inhibition, % at 5.6 µM | CHO PERK-DD fusion, SEAP luminescence translation reporter;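 active means inhibition above the mean inhibition of all tested compounds plus 3 SD, set separately per screening campaign, cut at about 2.9% in these data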;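 further: PERK kinase domain activated by AP20187 dimerizer at 100 nM; 0% = DMSO with dimerizer and 100% = rapamycin at 8.4 µM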
Rad51 HR inh: blocks human Rad51 in homologous recombination | Q06609 | inhibition, % at 10 µM | hRad51 DNA strand exchange, fluorescence dequenching | 200,000 compounds, 0.085% hits;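 active means inhibition above 40% at the single screening dose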;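 further: 0% = DMSO control wells and 100% = blanks with heterologous ssDNA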
Target sequence (Q06609 whole entry, looked up): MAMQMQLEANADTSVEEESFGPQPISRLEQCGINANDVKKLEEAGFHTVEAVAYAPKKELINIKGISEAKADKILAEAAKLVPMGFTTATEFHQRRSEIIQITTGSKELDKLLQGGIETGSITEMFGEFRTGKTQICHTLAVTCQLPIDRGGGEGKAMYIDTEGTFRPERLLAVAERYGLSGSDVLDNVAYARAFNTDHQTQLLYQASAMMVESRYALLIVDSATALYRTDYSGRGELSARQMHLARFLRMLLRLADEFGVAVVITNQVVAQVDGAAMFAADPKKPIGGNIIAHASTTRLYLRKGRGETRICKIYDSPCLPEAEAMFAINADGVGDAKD
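Assay system: Human Rad51 nucleoprotein filaments preassembled on unlabelled ssDNA | Reagent: Donor/quencher-labelled 47-bp dsDNA substrate | Doses: One concentration, 10 µM final | Times: 37 °C 15-min filament assembly, 30-min compound preincubation, 15-min exchange | Technique: Fluorescein emission 520 nm, excitation 485 nm | Benchmarks: Plate control and blank wells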
Thrombin inh: inhibitors of human thrombin; alpha-thrombin, Boc-VPR-AMC fluorogenic substrate cleavage; inhibition, % at 5 µM; 220,000 compounds, 0.26% hits; AID 1046;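 active means inhibition at or above 40%; inactive means inhibition below 40%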;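 further: 0% = enzyme with no compound and 100% = wells without enzyme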
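Test system: human alpha-thrombin protein / Dosing: one concentration per compound, 5 µM, with 0.2% DMSO / Medium: pH 7.5 Tris-saline with Tween 20 / Benchmarks: no-compound enzyme wells and no-enzyme blanks / Read-out basis: percent inhibition of thrombin substrate cleavage / Timing: reaction at room temperature / Measured by: fluorescence, ex 355 nm, em 460 nm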
* hit, by the source's call; . = no result given; [ ] = another dose, or the depositor's remark.

KCC2 mod,Rad51 HR inh,PERK inh,FXIa inh,FXIIa inh,Furin inhibitor,Thrombin inh,Calpain2 inh,hK5 inh,canonical_smiles
0.7,-2,-0.5,-7,-3,-10,-8,-8,-10,CCOc1ccc(OCc2cccc(C(=O)Nc3ccc(CN4CCCCC4)cc3)c2)cc1
-0.18,0,0.3,2,11,-19,0,-31,-1,COc1ccc(OC)c(NC(=O)C2CCCNC2=O)c1 (centres undefined)
-0.036,2,0.0,5,5,0,-4,-76,-13,N#Cc1cc(Oc2cccc3cccnc23)c(-n2nnc3ccccc32)cc1C#N
-0.53,-3,0.0,-3,3,-17,-4,20,-10,CC1=CC(=O)C(C(C)C)=CC1=NC(=O)c1ccc(C)cc1
-0.13,0,0.5,57*,47*,-11,62*,-11,13,Cc1ccc(S(=O)(=O)ON2C(=O)c3ccccc3C2=O)c(C)c1
.,-11,-2.0,9,20,-17[20 µM],3,4,0,O=C(CSc1ncnc2sc3c(c12)CCCCC3)NCc1ccco1
0.067,.,0.2,3,8,-26,-5,-73,-74,COc1cccc(/C=N/NC(=O)c2nc(-c3ccccc3)cc(-c3ccccc3)n2)c1O
-2.6,-3,.,5,9,-31,2,32,4,O=C(NCc1ccccc1)c1onc(CSc2ccccc2)c1C(=O)NCC1CC1

Remaining list, next part:
KCC2 mod,Rad51 HR inh,PERK inh,FXIa inh,FXIIa inh,Furin inhibitor,Thrombin inh,Calpain2 inh,hK5 inh,canonical_smiles
-0.15,10,0.3,0,9,-33,94*,-27,3,COc1cccc(CN(C)C(=O)CCc2nnc(-c3ccsc3)o2)c1
1.4,.,-0.2,6,18,-26,-6,-35,-10,CN1/C(=C\C(=O)COC(=O)C2COc3ccccc3O2)C(C)(C)c2ccccc21 (centres undefined)
0.19,3,0.5,7,9,5,3,20,-1,CC(=O)c1ccc(N2CCN(C(=S)Nc3ccccc3F)CC2)cc1
1,-17,2.0,0,5,-22,-1,-31,-1,Cc1cc(-c2csc(N)n2)c(C)n1Cc1ccccc1
.,2,0.8,1,14,-33[20 µM],1,11,7,CC(=O)Nc1ccc(S(=O)(=O)Nc2nccc(C3Cc4ccccc4C(=O)O3)n2)cc1 (centres undefined)
-2.4,-9,-0.2,16,15,-37,-6,11,-3,Cc1csc(NC(=O)C2CCCN(S(=O)(=O)c3cccnc3)C2)n1 (centres undefined)
-0.0047,-2,-1.2,1,16,-26,-2,-31,-1,Cc1noc(C)c1S(=O)(=O)N1CCCC(C(=O)Nc2nccs2)C1 (centres undefined)
-0.069,8,-0.9,-1,.,-28,-3,-57,2,CN1CCN(C(=O)/C=C/c2cn(-c3ccccc3)nc2-c2ccc3c(c2)OCCO3)CC1

(more compounds)
KCC2 mod,Rad51 HR inh,PERK inh,FXIa inh,FXIIa inh,Furin inhibitor,Thrombin inh,Calpain2 inh,hK5 inh,canonical_smiles
0.029,6,0.4,0,12,-10,-4,-24,3,O=C(c1ccc(N2CCC3(CC2)OCCO3)c([N+](=O)[O-])c1)N1CCOCC1
-0.53,10,-0.4,-9,21,-8,-14,-14,-32,Nn1c(SC/C=C/c2ccccc2)nnc1-c1cccnc1
0.5,-1,-0.5,-1,3,-12,-4,1,-3,CC(C)(C)c1cc(C(=O)NNc2ccc(OC(F)(F)F)cc2)n(Cc2ccccc2)n1
0.0054,22,0.3,1,13,-9,-1,6,29,CC(C)CNC(=O)COc1ccccc1[N+](=O)[O-]
-0.8,-3,0.5,5,15,-9,-11,-8,-11,COc1cc(NC(=O)CN(C)Cc2ccc(OC(F)F)cc2)c(C)cc1[N+](=O)[O-]
-1.4,5,-0.6,2,12,-7[20 µM],-5,-151,-1,CCOc1ccccc1-c1cc(C(=O)N/N=C/c2ccc3c(c2)OCO3)c2ccccc2n1
-0.86,.,2.3,0,8,-25,-1,-7,.,O=C(O)c1cccc(-n2nnnc2SCc2ccccc2Cl)c1
15*,.,0.6,6,7,-9,3,-25,0,Fc1ccccc1/C=N/NC(=S)Nc1ccc(Cl)cc1Cl

Complete entries from above.
Record of CC(C)CNC(=O)COc1ccccc1[N+](=O)[O-] = KCC2 mod: 0.0054; Rad51 HR inh: 22; PERK inh: 0.3; FXIa inh: 1; FXIIa inh: 13; Furin inhibitor: -9; Thrombin inh: -1; Calpain2 inh: 6; hK5 inh: 29
Record of COc1ccc(OC)c(NC(=O)C2CCCNC2=O)c1 (centres undefined) = KCC2 mod: -0.18; Rad51 HR inh: 0; PERK inh: 0.3; FXIa inh: 2; FXIIa inh: 11; Furin inhibitor: -19; Thrombin inh: 0; Calpain2 inh: -31; hK5 inh: -1

(more compounds)
KCC2 mod,Rad51 HR inh,PERK inh,FXIa inh,FXIIa inh,Furin inhibitor,Thrombin inh,Calpain2 inh,hK5 inh,canonical_smiles
-0.34,8,1.2,8,7,-7,-3,13,-14,Cc1ccccc1/C=N/NC(=O)Cn1nnc(N)n1
.,-11,-0.9,-10,0,-7[20 µM],-6,22,-7,C/C(=C\C(=O)c1ccccc1)Nc1ccc(N2CCOCC2)cc1
-0.038,2,1.1,-5,-5,-21,-4,-87,-22,CCCOC(=O)CSC1=C(C#N)C(c2ccccc2OC)C(C#N)C(=O)N1 (centres undefined)
.,-9,0.4,6,14,-15[20 µM],2,-29,-11,COc1ccc(/C=N/Nc2ncc(-c3ccccc3)cn2)c(OC)c1
-1.6,21,0.0,-3,-2,-6[20 µM],-31,-303,-27,Cc1ccc(-c2[nH]nc3c2C(c2ccc(OC(=O)N4CCOCC4)cc2)C(C#N)=C(N)O3)cc1 (centres undefined)
1.3,-6,1.0,9,13,-9,1,9,0,Cc1cc(C)c(NC(=O)CO/N=C2\CCCc3nonc32)c(C)c1
0.066,.,-1.7,-10,7,-19[20 µM],-5,-7,-2,O=C(c1cc(-n2cnnc2)ccc1Cl)N1CCN(c2nc(-c3ccccc3)cs2)CC1
.,-5,0.4,5,2,-20,0,8,5,CC(C)(C)NC(=O)CN(Cc1cccs1)C(=O)C1COc2ccccc2O1 (centres undefined)

Next entries follow:
KCC2 mod,Rad51 HR inh,PERK inh,FXIa inh,FXIIa inh,Furin inhibitor,Thrombin inh,Calpain2 inh,hK5 inh,canonical_smiles
1,-52,1.3,12,15,-19,2,11,-3,CC(/C=C/C=C/c1ccccc1)=N/NC(=O)CNc1ccccc1C
0.77,18,1.1,3,6,-21,4,7,0,CC(C)N1CCN(Cc2cnc(N3CCCC3)s2)CC1CCO (centres undefined)
-0.15,-3,-0.4,-1,-4,-16[20 µM],-4,29,-1,CC(C)(C)n1nnnc1C(c1ccc(Cl)cc1)N1CCCc2ccccc21 (centres undefined)
-0.71,-9,-0.3,2,9,-6[20 µM],-3,-7,-3,Nc1ncc(-c2nnnn2-c2ccc(Cl)cc2)c(-c2ccc(Cl)cc2)n1
-0.5,8,1.1,5,5,-5,0,10,-8,Cc1c(/C(O)=C2/C(=O)C(=O)N(CCN3CCOCC3)C2c2ccccn2)cnn1-c1ccccc1 (centres undefined)
-1.1,-2,-0.4,3,6,-10,7,11,-4,COc1ccc(CCn2c(C)cc3c(c2=O)C(c2ccc4c(c2)OCO4)C(C#N)=C(N)O3)cc1OC (centres undefined)
1.1,.,0.3,2,7,-7,0,1,3,COC(=O)c1cc(Nc2cc(C)nc3ncnn23)cc(C(=O)OC)c1
-0.021,-12,0.2,1,9,-20,-4,-13,2,Cc1nnc(SCC(=O)Nc2ccccc2C(=O)NC2CC2)s1

Following part
KCC2 mod,Rad51 HR inh,PERK inh,FXIa inh,FXIIa inh,Furin inhibitor,Thrombin inh,Calpain2 inh,hK5 inh,canonical_smiles
0.11,-6,-0.1,-6,1,-10[20 µM],-4,-23,-8,CCOC(=O)c1ccc(NC(=O)NC2CC3CCC(C2)N3Cc2nnnn2Cc2ccco2)cc1 (centres undefined)
.,-1,-1.1,-4,5,-7,-6,-8,-20,O=C1C2CCCN2C(c2ccc(F)cc2)N1c1ccc(Cl)cc1 (centres undefined)
2.1,-5,-1.4,-4,9,-9,-12,13,-3,COc1cc(CNCc2ccc(OC)c(OC)c2OC)cc(OC)c1
-0.44,9,0.0,5,9,-19,2,26,1,O=C(O)c1ccc(NCCc2ccc(Cl)cc2)c([N+](=O)[O-])c1
0.4,1,0.0,1,9,-16[20 µM],-8,-39,1,Cc1ccc(N2C(=O)CCSC23C(=O)Nc2ccccc23)cc1 (centres undefined)
-1.7,11,-0.2,1,9,-22,1,-5,2,O=C(N/N=C/c1cccc(O)c1)c1ccc(NC(=O)c2cccc([N+](=O)[O-])c2)cc1
-0.041,0,2.1,-1,5,-18,-9,-3,-1,CCOC(=O)Cc1csc(NC(=O)COc2ccc(C)cc2)n1
-1,.,0.1,0,6,-17[20 µM],37,-31,0,Cc1ccc(C(=O)C2=C(O)C(=O)N(c3ncccn3)C2c2ccc(Cl)cc2)o1 (centres undefined)

Remaining list, next part:
KCC2 mod,Rad51 HR inh,PERK inh,FXIa inh,FXIIa inh,Furin inhibitor,Thrombin inh,Calpain2 inh,hK5 inh,canonical_smiles
0.61,0,0.4,3,9,-25,-4,-67,-8,CCCCc1cc2c(c(NC(C)=O)n1)c(=O)oc1ccccc12
-0.55,25,1.0,1,5,-38,-4,-15,-1,O=C(CSc1ccccn1)Nc1ccc(N2CCOCC2)cc1
0.061,-2,-1.3,-3,8,-19,-4,3,-2,Cc1ccc2c(c1)c1c(n2CC(O)CNC2CCCC2)CCCC1 (centres undefined)
-0.19,-5,0.3,5,14,-17,1,-29,-6,O=C(Nc1ccc2nc3n(c(=O)c2c1)CCCCC3)c1ccccc1Cl
-0.4,13,-0.5,.,.,-12[20 µM],.,.,.,O=C(Cn1cnc2c(oc3ccccc32)c1=O)NCCc1ccccc1
0.56,7,-0.7,-4,8,-1,-8,17,-8,CCN1C(=O)C2(SC(NC(C)=O)=NN2C(C)=O)c2cc(C)cc(C)c21 (centres undefined)
1.5,0,0.5,3,10,-37,.,-42,-1,Cc1cnn2c(C3CC3)ccnc12
-0.58,23,1.5,3,12,8,4,-13,-7,O=C(N/N=C/c1ccccn1)c1c[nH]c2ccccc12

Later entries
KCC2 mod,Rad51 HR inh,PERK inh,FXIa inh,FXIIa inh,Furin inhibitor,Thrombin inh,Calpain2 inh,hK5 inh,canonical_smiles
0.1,5,0.3,7,1,-5,-3,9,2,NC(=O)c1ccccc1N1CCCCC1
0.55,2,0.8,-4,2,-21,-11,1,-4,C/C(CC(=O)Nc1ccc(Cl)c(Cl)c1)=N\NC(=O)C(=O)N1CCCCC1
-1.6,3,0.8,-2,10,-25,-6,-23,1,COc1ccccc1-c1nc(-c2ccccc2)[nH]c(=O)c1C#N
1.2,-14,1.3,3,9,-10,-4,9,-8,CCN(CC)S(=O)(=O)c1ccc(C(=O)NNC(=O)c2cccs2)cc1

This is a subset; count on the stated rates, not on these rows.
